Source: PubChem (National Center for Advancing Translational Sciences (NCATS))
L3MBTL1 block: inhibitors of human L3MBTL1 | Potency, µM (highest dose often 57.1 µM), without a hit: top-dose activity, negative = inhibition, most hits filed as inhibitors | AlphaScreen L3MBTL1–H3K9me1 peptide binding | Q9Y468 | actives 0.66% (n = 230,000); note: nearly all actives have a fitted effect of over 60% in size
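Displacement of a biotinylated histone H3(1-15) peptide monomethylated at Lys9 (75 nM) from L3MBTL1 (50 nM) was measured by AlphaScreen after a 30 min room-temperature compound incubation; cefsulodin titration served as intraplate control.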
RECQ1 inh: RECQ1 (human) helicase inhibition | P46063 | RECQ1 DNA unwinding, red fluorescence kinetic read | Potency, µM (highest dose often 57.3 µM), inactives show top-dose activity, negative = inhibition, usual class: inhibitors | actives 0.54% (n = 240,000) | AID 2549;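 note: plate controls were vehicle for no effect and no enzyme for full effect; nearly all actives have a fitted effect of over 30% in size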
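RECQ1T1 50 nM; forked duplex (20 bp + 30-nt ss tails) 200 nM, ATP 2 mM final; pH 8.0, 2 mM MgCl2, 2.5 ug/ml poly(dI-dC); 15 min compound preincubation; discontinuous kinetic read over 2 h at RT.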
GAA glycogen mod: inhibitors or activators of human alpha-glucosidase glycogen cleavage. actives 0.38% (n = 300,000). Potency, µM (highest dose often 76.4 µM), inactives show top-dose activity change, negative = inhibition, actives largely listed as inhibitors. P10253. recombinant GAA, glycogen substrate, Amplex Red glucose oxidase fluorescence;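 note: 0% = full enzyme reaction and -100% = no-enzyme basal signal; the screen sought inhibitors and activators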
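Recombinant enzyme (4 nM final) with compounds titrated up to 77 uM and bovine liver glycogen (30 ug) in citrate pH 5.0, 0.01% Tween-20, 37 C 40 min. Released glucose detected by Amplex Red/glucose oxidase (Ex 573/Em 610); AC50 from Hill fits.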
TexasRed fluor: counter-screen for TRb-SRC2 inhibitors: fluorescence interference; TRb/SRC2 Texas Red total fluorescence interference; Potency, µM (highest dose often 106 µM), without a hit: at the top dose fluorescence change, negative = quenching; actives 0.29% (n = 280,000); AID 1479; active = well fitted curve in either direction with a large enough effect; inconclusive = small, poorly fitted or top-dose-only effect
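Human TRb ligand-binding domain at 0.6 uM with 20 nM Texas Red SRC2 peptide in Tris buffer containing 1 uM T3 and 5% DMSO, incubated with compound 5 h at ambient temperature. Total fluorescence (555/632 nm) calculated as parallel + 2 × perpendicular.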
TRb-SRC2 inh: disrupts binding of human TR beta to SRC2 | P10828 | TRbeta-SRC2 peptide binding, fluorescence polarization; receptor liganded with 1 µM T3 | Potency, µM (doses to about 106 µM), for inactives: at the highest dose activity change, negative = inhibition, usual class: inhibitors | actives 0.065% (n = 280,000) | AID 1469;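 note: plate controls were bound peptide for no effect and peptide without receptor for full effect; nearly all actives have a fitted effect of over 50% in size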
Target sequence (P10828 whole entry, looked up): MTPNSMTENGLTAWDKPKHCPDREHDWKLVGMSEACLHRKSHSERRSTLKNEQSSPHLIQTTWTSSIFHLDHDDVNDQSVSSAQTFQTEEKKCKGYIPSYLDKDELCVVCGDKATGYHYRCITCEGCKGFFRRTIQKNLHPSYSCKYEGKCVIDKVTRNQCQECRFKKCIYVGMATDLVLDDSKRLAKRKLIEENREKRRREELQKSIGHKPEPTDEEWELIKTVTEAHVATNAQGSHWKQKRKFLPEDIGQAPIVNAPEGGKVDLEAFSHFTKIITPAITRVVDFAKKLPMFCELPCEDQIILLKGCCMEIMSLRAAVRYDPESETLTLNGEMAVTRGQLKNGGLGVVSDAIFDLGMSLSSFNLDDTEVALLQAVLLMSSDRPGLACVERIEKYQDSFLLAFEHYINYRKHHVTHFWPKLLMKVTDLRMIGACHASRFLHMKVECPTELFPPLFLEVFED
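Human TRb LBD (0.6 uM) plus Texas Red-labeled SRC2 peptide (20 nM), 1uM T3, 5% DMSO, 5 hr at ambient temperature. Decreased polarization (555/632 nm) flags inhibition; data normalized to free and bound peptide controls.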
aGlu spleen mod: inhibits or activates alpha-glucosidase in human spleen homogenate. P10253. human spleen homogenate, 4-MU-alpha-glucoside fluorescence. Potency, µM (top dose mostly 79.9 µM), inactives show top-dose activity change, negative = inhibition, most hits filed as inhibitors. actives 0.006% (n = 240,000). AID 2112;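 note: 0% = enzyme with vehicle and -100% = no enzyme basal signal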
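Compounds were titrated against alpha-glucosidase in spleen homogenate at pH 5.0, with 1 mM 4-methylumbelliferyl substrate for 40 min at 37 C. Reactions were quenched with pH 10 NaOH/glycine and fluorescence measured.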
GAA inhib: alpha-glucosidase (human) inhibition | P10253 | purified human GAA, 4-MU-alpha-glucoside fluorescence | Potency, µM (doses to about 76.9 µM), for inactives: at the highest dose activity change, negative = inhibition, most hits filed as inhibitors | actives 0.005% (n = 200,000);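 note: plate controls were uninhibited enzyme wells for no effect and no-enzyme background for full effect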
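Human alpha-glucosidase, 4 nM, pre-mixed with test compounds before 400 uM 4-methylumbelliferyl substrate; 20 min room temperature at pH 5.0. Fluorescence read after pH 10 stop; AC50 values from Hill-equation fits.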
RGS12 GoLoco inh: RGS12 GoLoco-Gai1 interaction inhibition. P63096. Gai1:RGS12 GoLoco peptide FP, rhodamine, 10 min. Potency, µM (series often up to 61.6 µM), for the others: at the highest dose activity, negative = inhibition, hits mostly inhibitors. actives 0.44% (n = 230,000); active = well fitted inhibition curve with a large enough effect, not every such curve was filed as active; inactive = no such curve, though single readings can be large or run the other way; note: nearly all actives have a fitted effect of over 30% in size; many of its hits are not listed in these tables
Target sequence (P63096 whole entry, looked up): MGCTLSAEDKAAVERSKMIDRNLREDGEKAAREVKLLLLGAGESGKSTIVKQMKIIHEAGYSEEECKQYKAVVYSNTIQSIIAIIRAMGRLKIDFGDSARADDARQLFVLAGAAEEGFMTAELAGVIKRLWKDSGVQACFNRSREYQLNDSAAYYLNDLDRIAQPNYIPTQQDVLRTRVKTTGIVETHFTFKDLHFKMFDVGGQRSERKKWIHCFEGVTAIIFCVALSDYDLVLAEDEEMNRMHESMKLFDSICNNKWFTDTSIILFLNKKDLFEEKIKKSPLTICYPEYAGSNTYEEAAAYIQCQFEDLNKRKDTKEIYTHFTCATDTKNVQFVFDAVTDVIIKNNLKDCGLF
The depositor's hits bear a star; i = inactive; ? = inconclusive; . = no result given; & = joins results of further samples; [ ] = another dose, or the depositor's remark. Unless noted, calls come from the whole dose curve; as a rule, active = well fitted curve in the direction sought with a large enough effect; inconclusive = small, poorly fitted or top-dose-only effect, or another doubt; inactive = no such curve, though single readings can be large; an effect the other way counts as inactive or inconclusive. Unless noted, % is set by controls: 0 for no effect and ±100 for the full control effect; potency is the fitted concentration of half-maximal effect.

Compound	L3MBTL1 block	RECQ1 inh	GAA glycogen mod	TexasRed fluor	TRb-SRC2 inh	aGlu spleen mod	GAA inhib	RGS12 GoLoco inh
CCCCC1=CC2=C(c3ccco3)C(=O)C(C)(OC(=O)c3ccc(OC)cc3)C(=O)C2=CN1C1CC1 (stereo not drawn)	.	-4%[11.5 µM]	4%	0%[11.2 µM]	8%[11.2 µM]	8%[17.4 µM]	.	-4%[14.2 µM]
O=C(O)c1cc(-c2cccc(Cl)c2)nc2nc(N3CCCCC3)sc12	3%	-1%	4%	-1%[53 µM]	-2%[53 µM]	-3%	-8%	7%
O=C(c1ccc(N2CCOCC2)cc1)c1cccs1	-1%	7%	4%	-7%	4%	-30%	-3%	6%
CCOC(=O)c1c(-c2ccccc2)oc2ccc(O)c(CN3CCCC3)c12	2%	-5%	3%	0%	8%	-4%	?	-4%
CC(C)(Cc1ccc(O)cc1)NC(=O)CC(=O)N=Nc1c(O)[nH]c2ccc(Br)cc12	-7%	i	4%	-2%	6%	7%	-5%	5%
O=C(CCn1c(=O)[nH]c2ccsc2c1=O)NCc1ccc(F)cc1	?	2%	-16%	-2%	3%	-3%	1%	1%
O=C(c1ccccc1)N1CCCc2ccccc21	-3%	2%	-2%	-1%	-4%	-9%	-7%	0%
Cc1ccc(S(=O)(=O)Nc2ccc3c(c2)OCCO3)cc1C	-6%	-7%	-9%	-3%	-4%	-2%	-25%	12%
NC(=O)CC(NC(=O)Cc1ccc(Br)cc1)c1ccc(NCc2ccc(F)cc2)c([N+](=O)[O-])c1 (stereo not drawn)	.	3%	-1%	-3%	-6%	21%	.	-1%
N/C(=N/OC(=O)c1ccccc1F)c1nonc1N	-2%	22%	3%	2%	-2%	3%	4%	-1%
Cc1ccc(-c2nnc(SCC(=O)CC(=O)Nc3ccccc3)n2-c2ccccc2)cc1	9%	2%	-2%	0%	-6%	-7%	-7%	16%
CCC(C)[C@H](NC(=O)NCc1cccc(OC)c1)C(=O)OC (stereo partly drawn)	13%	-4%	-4%	2%	13%	0%	-8%	0%
Cc1ccc(C(=O)CSC2=C(C#N)C(c3ccco3)CC(=O)N2)c(C)c1 (stereo not drawn)	?	-17%	-1%	-2%	-4%	7%	-7%	16%
O=C(/C=C/c1ccccc1Cl)Nc1ccncc1	-3%	-6%	-7%	-4%	2%	-1%	5%	0%
CCCCC1=CC2=C(c3ccco3)C(=O)C(C)(OC(=O)c3ccc(OC)cc3)C(=O)C2=CN1CCCCO (stereo not drawn)	.	i[11.5 µM]	15%	-2%[11.2 µM]	-2%[11.2 µM]	-6%[17.4 µM]	.	4%[14.2 µM]
CCS(=O)(=O)N1Cc2ccccc2CC1C(=O)NC(C)C12CC3CC(CC(C3)C1)C2 (stereo not drawn)	.	i	-2%	-1%	-20%	4%	?	-29%
COc1cc2c(cc1OC)C(C)N(C(=O)C1COc3ccccc3O1)CC2 (stereo not drawn)	.	6%	-6%	0%	-3%	-6%	5%	15%
COc1cc(C(=S)N2CCOCC2)ccc1OC(=O)c1cc([N+](=O)[O-])c(C)c([N+](=O)[O-])c1	0%	-6%	-9%	-3%	2%	-4%	0%	6%
COC(=O)[C@@H](NC(=O)Nc1cc(Cl)ccc1C)C(C)C	1%	-2%	4%	4%	7%	-2%	-6%	-5%
CC(C)(C)n1nc2c(c1NC(=O)c1cccc(C(F)(F)F)c1)CS(=O)C2 (stereo not drawn)	6%	7%	2%	-3%	-5%	-1%	-8%	5%
O=S(=O)(NCC1CCCO1)c1ccc(-c2ccc(S(=O)(=O)NCC3CCCO3)cc2)cc1 (stereo not drawn)	2%	-4%	5%	0%	10%	1%	1%	9%
Cc1ccc(S(=O)(=O)N(CC(=O)N2CCN(c3ccccc3F)CC2)C2CCCCC2)cc1	.	-16%	2%	-2%	5%	-18%	-7%	0%
CSc1nc(C)cc(Oc2ccc(OCCOc3ccccc3)nn2)n1	4%	i	2%	3%	-13%	-2%	-6%	5%
Cc1cc(C)cc(OCC(=O)Nc2nc3ccc([N+](=O)[O-])cc3s2)c1	-2%	-3%	18%	-2%	4%	-11%	-1%	2%
CN1CCCC(OC(=O)/C(C#N)=C/c2ccccc2)C1 (stereo not drawn)	1%	-2%	2%	-3%	2%	5%	9%	10%

Molecules from the list above that contain a cyano group, in the order listed:
Compound	L3MBTL1 block	RECQ1 inh	GAA glycogen mod	TexasRed fluor	TRb-SRC2 inh	aGlu spleen mod	GAA inhib	RGS12 GoLoco inh
Cc1ccc(C(=O)CSC2=C(C#N)C(c3ccco3)CC(=O)N2)c(C)c1 (stereo not drawn)	?	-17%	-1%	-2%	-4%	7%	-7%	16%
CN1CCCC(OC(=O)/C(C#N)=C/c2ccccc2)C1 (stereo not drawn)	1%	-2%	2%	-3%	2%	5%	9%	10%

The list goes on:
Compound	L3MBTL1 block	RECQ1 inh	GAA glycogen mod	TexasRed fluor	TRb-SRC2 inh	aGlu spleen mod	GAA inhib	RGS12 GoLoco inh
Cc1cc(-c2ccc(Cl)cc2)oc(=O)c1NC(=O)c1ccccc1	5%	-2%	2%	-2%	6%	1%	13%	-2%
Cc1ccc(CSc2ccc(-c3cccs3)nn2)cc1	3%	-9%	18%[76.3 µM]	-1%&-2%	6%&-3%	1%	1%	-7%
COC(=O)C1=C(C)N=C2SC(C)C(=O)N2C1c1ccc(C(=O)OC)cc1 (stereo not drawn)	-3%	-12%	3%	2%	6%	-4%	2%	14%
CCCc1c(O)nc(SCCN(CC)CC)n(C(=O)c2ccccc2)c1=O	2%	0%	-19%	-3%	-4%	-4%	-2%	-1%
CN(C)CCCO[C@H]1C([C@H](O)CO)O[C@@H]2OC(C)(C)O[C@@H]21 (stereo partly drawn)	.	i	.	-2%	3%	-2%	.	11%
CCOc1ccc(C2Nc3ccccc3C(CC)(CC)O2)cc1 (stereo not drawn)	24%	-3%	4%	-3%	3%	.	0%	-7%
Cc1[nH]nc(NCCO)c1[N+](=O)[O-]	.	8%	-9%	-2%	-6%	-3%	4%	2%
Cc1cccc(-n2c(N)c(-c3nc4ccccc4n3C)c3nc4ccccc4nc32)c1	27%	-7%	-2%	-1%	8%	5%	9%	1%
CC1=CC2C(CC1=O)C(C)=CCC2C(C)C (stereo not drawn)	.	2%	.	-3%	-11%	-1%	.	0%
O=C1CCN(S(=O)(=O)c2cccs2)c2ccc(C(F)(F)F)cc2N1	.	0%	-6%	1%	5%	-2%	-5%	-8%
NC(Cc1ccccc1)C(O)(c1ccccc1)c1ccccc1 (stereo not drawn)	14%	8%	-1%	0%[53 µM]	8%[53 µM]	3%	1%	8%
O=C(Cc1c(F)cccc1Cl)Nc1ccncc1	5%	i	-1%	0%	-5%	-1%	-10%	5%
c1ccc(COC(CN2CCCCCC2)CN2CCCCCC2)cc1	-2%	-18%	-12%	-2%	0%	-3%	.	10%
COc1ccc(C)cc1NC(=S)N1CCN(c2ncccn2)CC1	2%[11.4 µM]	i	-6%	-5%	-3%	-1%	-4%	10%
Cc1ccc2c(c1)c1c3n2CCN(C(=O)CN2CCN(C)CC2)C3CCC1 (stereo not drawn)	-10%	3%	?	-6%	4%	4%	-1%	7%
CC(=O)N(CCN1CCOCC1)Cc1cc2cc3c(cc2nc1Cl)OCO3	-23%	-2%	6%	-4%	0%	1%	0%	17%
COC(=O)[C@@]1(Cc2ccc(OC)cc2)[C@H]2c3cc(C(=O)N4CCCC4)n(Cc4ccc(C)o4)c3C[C@H]2CN1C(=O)c1ccccc1	-8%	-17%&2%	-11%	0%&0%	-3%&-11%	3%&3%	?	5%&-13%
OC1(C(F)(F)F)CC(O)(C(F)(F)F)n2nc(-c3ccccc3)cc2N1 (stereo not drawn)	-14%	-2%	-6%	-1%	7%	-16%	4%	3%
Cc1cc(C(=O)CN2C(=O)NC3(CCCC3)C2=O)c(C)n1-c1ccc2c(c1)OCO2	-17%	-1%	8%	-3%	-2%	2%	5%	-4%
O=C(COC(=O)c1cccnc1Nc1cccc(C(F)(F)F)c1)NCc1ccc2c(c1)OCO2	6%	-1%	-4%	-3%	-15%	5%	5%	5%
COC(=O)CN(C#N)c1nc(C)cc(C)n1	-7%	-1%	-4%	7%	-6%	2%	-7%	-16%
CCOC(=O)N1CCN(CC(=O)Nc2ccc(F)cc2)CC1	5%	i	0%	-2%[53 µM]	-4%[53 µM]	4%	13%	11%
CC(=O)Nc1ccc(N2S(=O)(=O)c3ccccc3S2(=O)=O)cc1	.	-1%	-1%	-1%	-3%	-8%	-7%	4%
COc1ccc(-n2c(Cc3cccn3C)nnc2SCC(=O)NCc2ccco2)cc1	-11%	?	-5%	0%	-2%	-3%	-1%	-1%
O=C(CSC(=S)N1CCOCC1)Nc1ncc2c(n1)CC(c1ccco1)CC2=O (stereo not drawn)	.	3%	2%	2%	-2%	0%	.	9%

Later entries.
Compound	L3MBTL1 block	RECQ1 inh	GAA glycogen mod	TexasRed fluor	TRb-SRC2 inh	aGlu spleen mod	GAA inhib	RGS12 GoLoco inh
Cc1nnc(NC(=O)CCC(=O)N2CCN(CCc3ccccc3)CC2)s1	2%	-5%	7%	-3%	1%	0%	?	-2%
CCOC(=O)CCP(=O)(O)C(C)(O)c1ccccc1 (stereo not drawn)	.	i	13%	-8%	-5%	2%	-7%	7%
CNC(=O)c1nc[nH]c1C(=O)NC	.	5%	0%	1%	-15%	-19%	5%	3%
O=C(CC(=O)NC1CCCCC1)N/N=C/c1cccc2ccccc12	6%	5%	1%	-2%	2%	-16%	6%	3%

An excerpt. The share of hits here may be higher or lower than overall.
